FBPA coupling cs: coupling enzyme interference in Giardia aldolase counter-screen; coupling enzyme system counterscreen, AmpLite Red fluorescence; activity change, negative = inhibition, % at 58.2 µM, hits read low; 290,000 compounds, 0.67% hits; in the data active = activity change below about -30%; note: % is set by controls: 0 for no effect and ±100 for the full control effect
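First, compound is pin-transferred into glyceraldehyde-3-phosphate coupling-enzyme reagent at 57.5 uM final and held 10 min at RT. Next, substrate, coupling system and AmpLite Red are added. After 20 min RT, fluorescence (525/598 nm) is read.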
AT treatment: candidate therapy for ataxia-telangiectasia | […] A-T fibroblasts, KAP-1 phosphorylation AlphaLISA; neocarzinostatin DNA damage 30 min before lysis | Potency, µM (highest dose often 57.5 µM), inactives show at the highest dose activation, most hits filed as activators | 320,000 compounds, 0.19% hits | AID 485349; note: potency is the fitted concentration of half-maximal effect; % of control where 0% means no effect; nearly all actives have a fitted effect of over 45% in size
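ATM-like activity read as KAP-1 phosphorylation via AlphaLISA donor/acceptor antibody pairs after lysis and 6 hr at 25C. Cells were ATM-null patient fibroblasts ([…], hTERT), dosed 60 min, then exposed to the DSB inducer NCS for 30 min.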
Tb PFK inh: inhibitors of T. brucei phosphofructokinase; O15648; T. brucei PFK, ADP-Glo luminescence; Potency, µM (titrated, usually from 57.5 µM), inactives show at the top dose activity, negative = inhibition, usual class: inhibitors; 330,000 compounds, 0.17% hits; AID 485367;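 note: potency is the fitted concentration of half-maximal effect; 0% = uninhibited 1x PFK enzyme wells and -100% = no-enzyme wells; nearly all actives have a fitted effect of over 60% in size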
Target sequence (O15648 whole entry, looked up): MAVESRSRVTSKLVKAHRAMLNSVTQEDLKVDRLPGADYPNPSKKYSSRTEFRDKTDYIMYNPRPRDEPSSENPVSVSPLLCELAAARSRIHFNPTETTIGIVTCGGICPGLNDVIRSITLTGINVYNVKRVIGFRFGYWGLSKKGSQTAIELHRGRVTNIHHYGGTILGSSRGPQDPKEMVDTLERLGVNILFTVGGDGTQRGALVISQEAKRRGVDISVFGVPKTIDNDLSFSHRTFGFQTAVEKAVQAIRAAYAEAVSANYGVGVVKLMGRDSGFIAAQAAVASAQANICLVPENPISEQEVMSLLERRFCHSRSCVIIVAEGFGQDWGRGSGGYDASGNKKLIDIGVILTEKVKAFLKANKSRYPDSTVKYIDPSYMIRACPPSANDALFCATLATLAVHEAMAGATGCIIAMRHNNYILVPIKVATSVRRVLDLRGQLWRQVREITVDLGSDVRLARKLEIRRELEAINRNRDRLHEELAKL
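In TEA buffer at pH 8.0 with 5 mM MgCl2, enzyme (1.25 nM) converted F6P (0.5 mM) and ATP (0.1 mM) for 45 min at room temperature. ADP product was read by luciferase luminescence.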
Chronic BCR inh: inhibitors of chronic active B-cell receptor signaling; ABC-DLBCL IkBa-CBG/CBR reporter, luminescence ratio, 4 h; Potency, µM (series often up to 46.1 µM), for the others: at the top dose ratio change, negative = lower green/red ratio, hits mostly inhibitors; 340,000 compounds, 0.05% hits; active = well fitted inhibition curve with a large enough effect in the signal ratio, with a control signal flat, not every such curve was filed as active; inconclusive = small, poorly fitted or top-dose-only effect, or effect the other way, or a change in a side signal; the % refers to the signal ratio;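 note: potency is the fitted concentration of half-maximal effect; plate controls were basal doxycycline-induced cells for no effect and cells given 10 µM MG132 for full effect; MG132 reads +100%, hits lower the ratio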
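Doxycycline induced both beetle luciferases in TMD8 lymphoma cells; IKK-driven degradation limits the IkappaBalpha-fused green signal, while red luminescence normalises for cell number and nonspecific effects. Compounds tested up to 46 uM, 4 hrs.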
GALK inhibitor: galactokinase (human) inhibition | P51570 | Purified GALK, Kinase-Glo residual ATP luminescence | Potency, µM (top dose mostly 57.5 µM), for inactives: at the top dose activity change, negative = inhibition, usual class: inhibitors | 270,000 compounds, 0.007% hits | AID 1868; note: potency is the fitted concentration of half-maximal effect; % is set by controls: 0 for no effect and ±100 for the full control effect
Target sequence (P51570 whole entry, looked up): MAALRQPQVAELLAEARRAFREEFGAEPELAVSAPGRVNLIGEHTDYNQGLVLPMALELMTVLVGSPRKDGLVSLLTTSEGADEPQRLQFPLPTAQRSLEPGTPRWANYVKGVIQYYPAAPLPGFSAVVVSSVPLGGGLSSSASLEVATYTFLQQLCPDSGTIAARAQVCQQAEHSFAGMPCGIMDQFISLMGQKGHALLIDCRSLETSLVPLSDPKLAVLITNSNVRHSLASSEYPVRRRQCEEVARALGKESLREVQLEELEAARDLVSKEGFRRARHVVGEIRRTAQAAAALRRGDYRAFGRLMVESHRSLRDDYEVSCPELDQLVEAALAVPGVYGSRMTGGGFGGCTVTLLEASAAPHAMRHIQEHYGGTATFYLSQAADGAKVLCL
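The enzyme phosphorylates galactose (100 uM) using ATP (35 uM); inhibition is detected as higher residual ATP, quantified by bioluminescence after 1 h reaction at room temperature, pH 8.0.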
TSHR antag: antagonists of human thyroid stimulating hormone receptor | AID 504810 | activity change, negative = inhibition, % at 11.5 µM | TSHR-expressing cells, TSH-stimulated cAMP HTRF, 2 h; stronger effect = lower value | 330,000 compounds, 0.2% hits | P16473;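 active = activity change below a set negative limit, meaning inhibition stronger than a set level, cut at about -70% in these data; inconclusive = activity change between two set negative limits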; note: % is set by controls: 0 for no effect and ±100 for the full control effect
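Freshly harvested TSHR cells receive pin-tooled compound, then EC80 TSH at 4nM final. After 2 hours at 37 deg C, antibody in lysis buffer and cAMP-d2 are added; 30 minutes at ambient temperature precede the HTRF read.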
Giardia kill: kills Giardia lamblia; activity change, % at 7.66 µM, hits read low; AID 540267; 340,000 compounds, 0.15% hits; Giardia lamblia trophozoite viability; in the data active = activity change below about -80%; inconclusive = between about -30% and that limit;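 note: parasites exposed to compound for two days anaerobically before the ATP read; % is set by controls: 0 for no effect and ±100 for the full control effect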
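Giardia lamblia trophozoites (100 cells/well) were incubated with compounds for 48 h at 37 deg C under anaerobic conditions. Viability was read as ATP content by one-step luminescence after 15-30 min at room temperature.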
TCR act: T cell receptor activation; 330,000 tested, under 10 active; Potency, µM (top dose mostly 9.22 µM), for the others: at the highest dose activation of IL-2 secretion, most hits filed as activators; primary human leukocytes, anti-CD3, IL-2 HTRF, 48 h; AID 504894; note: % of control where 0% means no effect
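1) Mix primary human leukocytes, a-CD3 beads and compound. 2) Incubate 48 hr. 3) Add HTRF IL-2 reagents (a-IL-2-K, a-IL-2-d2).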
KCNH2 WT inh: inhibitors of human wildtype KCNH2 potassium channel; 340,000 compounds, 0.37% hits; U2OS, BacMam KCNH2, thallium flux FluxOr; stronger effect = lower value; Q12809; AID 720551; activity change, % at 1.84 µM;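 active = maximum activity change below -70%; inconclusive = maximum activity change between -70% and -50%; inactive = maximum activity change above -50%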; note: % is set by controls: 0 for no effect and ±100 for the full control effect
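U2OS cells transduced with wild-type KCNH2 virus are loaded with FluxOr dye for 45 min, and thallium flux is measured in kinetic reads before and after stimulation buffer. Rate constants are normalized to DMSO controls.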
CXXC DNA block: blocks binding of human MLL CXXC domain to DNA; Q03164; MLL-CXXC / FITC-HOXA9 DNA fluorescence polarization; Potency, µM (titrated, usually from 115 µM), for inactives: at the top dose activity change, negative = inhibition, hits mostly inhibitors; 290,000 compounds, 0.037% hits; active = well fitted inhibition curve with a large enough effect in the polarisation, with a control signal flat, not every such curve was filed as active; inconclusive = small, poorly fitted or top-dose-only effect, or effect the other way, or a change in a side signal; inactive = no such curve, though single readings can be large or run the other way; the % refers to the polarisation; note: potency is the fitted concentration of half-maximal effect
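Purified MLL-CXXC (added from a 7 uM solution) was preincubated 5 min at ambient with pinned compounds in 50 mM Tris-HCl pH 7.5, 50 mM NaCl, 1 mM DTT, 0.05% BSA. Fluorescein-labeled HOX-A9 DNA (50 nM solution) followed, 30 min, then polarization read.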
Starred values were filed as active, the others as inactive; u = inconclusive; x = no result given; [ ] = another dose, or the depositor's remark. Unless noted, calls come from the whole dose curve; as a rule, active = well fitted curve in the direction sought with a large enough effect; inconclusive = small, poorly fitted or top-dose-only effect, or another doubt; inactive = no such curve, though single readings can be large; an effect the other way counts as inactive or inconclusive. The order is random; any-hit rate near 1.6%.

Letter code – A = FBPA coupling cs; B = AT treatment; C = Tb PFK inh; D = Chronic BCR inh; E = GALK inhibitor; F = TSHR antag; G = Giardia kill; H = TCR act; I = KCNH2 WT inh; J = CXXC DNA block
CC1(C)CSC(=S)N1S(=O)(=O)c1ccccc1
  A: 2; B: 5%; C: 4%; D: 4%; E: 2%; F: -15; G: -2; H: 1%; I: 6; J: -10%

Cc1c(C(=O)OCC(C)(C)CN(C)C)oc2ccccc12
  A: 1; B: 7%; C: 5%; D: u; E: -1%; F: -2; G: -10; H: 2%; I: 10; J: -2%

CC(=O)N1c2ccc(S(=O)(=O)NCC3CCC(C(=O)Nc4cccc(C)n4)CC3)cc2CC1C (stereo not given)
  A: x; B: -1%; C: -7%; D: 6%; E: -7%; F: -20; G: 1; H: -3%; I: -17; J: 5%

COCCn1c(N)c(Sc2ccccc2)c(=O)[nH]c1=O
  A: 0; B: 3%; C: -5%; D: -3%; E: 6%; F: 13; G: -10; H: 4%; I: 2; J: 11%

Cc1nn(CC#N)c(=O)n1-c1ccc(F)cc1
  A: -1; B: 0%; C: -3%; D: 7%; E: 1%; F: -1; G: 21; H: 4%; I: 6; J: 2%

COc1ccc(CN(C)CC(=O)Nc2cccc(S(N)(=O)=O)c2)c(OC)c1OC
  A: 2; B: 0%; C: 1%; D: -5%; E: -2%; F: 6; G: -13; H: -3%; I: 10; J: -6%

Cn1cnnc1SCC(=O)NCc1ccccc1
  A: 1; B: -1%; C: 0%; D: 5%; E: 0%; F: -9; G: 6; H: x; I: 1; J: -3%

Cc1ccc(-c2noc(CN(C(=O)CCCCCN3C(=O)c4ccccc4C3=O)C(C)C)n2)cc1
  A: -2; B: 3%; C: -1%; D: -4%; E: 2%; F: -22; G: 12; H: 6%; I: 12; J: 3%

CC(C)(C)C(=O)NC(NC(=O)C(C)(C)C)c1ccc([N+](=O)[O-])cc1
  A: 5; B: 4%; C: -7%; D: 3%; E: -1%; F: 3; G: -18; H: -5%[46.1 µM]; I: -8; J: 3%

CN(CC(=O)Nc1cccc(F)c1)C(=O)CSc1ccccc1F
  A: x; B: 10%; C: 0%; D: u; E: 3%; F: -1; G: 17; H: -1%; I: -3; J: 10%

The list continues:
Letter code – A = FBPA coupling cs; B = AT treatment; C = Tb PFK inh; D = Chronic BCR inh; E = GALK inhibitor; F = TSHR antag; G = Giardia kill; H = TCR act; I = KCNH2 WT inh; J = CXXC DNA block
CCOC(=O)C1=C(O)/C(=C/c2cc(OC)c(OC)c(OC)c2)SC1=Nc1ccc(OC)cc1
  A: -2; B: 1%; C: 2%; D: u; E: 3%; F: -13; G: 12; H: 2%; I: 11; J: 6%

O=C(COc1ccccc1C(=O)c1cnn(-c2ccccc2)c1)Nc1ccc2ccccc2c1
  A: -3; B: 3%; C: 1%; D: u; E: 3%; F: -17; G: 2; H: -3%[46.1 µM]; I: 2; J: 12%

Cc1c(Cl)cnc(NC(=O)COC(=O)[C@H](C)NC(=O)c2ccccc2)c1Cl
  A: x; B: 1%; C: -7%; D: 1%; E: x; F: -2; G: -26; H: 8%; I: 5; J: x

COc1nc(Nc2ccccc2F)nc(OC)n1
  A: 2; B: 3%; C: -1%; D: -7%; E: -2%; F: -13; G: -4; H: 0%; I: 0; J: -6%

Cc1nn(-c2ccccc2)c(-n2cccc2)c1C(=O)O
  A: -10; B: -8%; C: 0%; D: 2%; E: x; F: 8; G: 19; H: 3%; I: 22; J: 5%

COc1ccc(Nc2ncnc3scc(-c4ccc(OC)cc4)c23)cc1
  A: -6; B: 3%; C: -4%; D: u; E: 0%; F: 10; G: 7; H: -4%[46.1 µM]; I: 21; J: 7%

COc1ccc(NC(=O)c2cc(-c3ccccc3)oc2C)cc1
  A: -11; B: 1%; C: -2%; D: u; E: 0%; F: 1; G: -7; H: -1%[46.1 µM]; I: 2; J: -12%

COc1ccc(/C=N\NC(=O)c2cc(O)c(O)c(O)c2)cc1CN1CCN(c2ccc(F)cc2)CC1
  A: -6; B: -2%; C: -5%; D: u; E: 0%; F: 4; G: 24; H: 4%[46.1 µM]; I: -6; J: 55%[activator]

O=C(CN1C(=O)NC2(CCc3ccccc32)C1=O)c1c[nH]c2ccccc12 (stereo not given)
  A: x; B: -3%; C: 1%; D: 3%; E: x; F: 29; G: -8; H: 1%; I: -7; J: x

O=C(CN1CCN(Cc2ccccc2)CC1)N=Nc1c(O)[nH]c2ccccc12
  A: 0; B: -5%; C: 0%; D: -1%; E: 1%; F: -5; G: 4; H: -4%[46.1 µM]; I: -1; J: 1%

(listing goes on)
Letter code – A = FBPA coupling cs; B = AT treatment; C = Tb PFK inh; D = Chronic BCR inh; E = GALK inhibitor; F = TSHR antag; G = Giardia kill; H = TCR act; I = KCNH2 WT inh; J = CXXC DNA block
CCCCn1c(SCC(=O)NC(C)CC)nc2ccc(N3CCOCC3)cc2c1=O (stereo not given)
  A: -36*; B: 1%; C: -1%; D: u; E: 0%; F: 13; G: 18; H: -2%; I: 5; J: 18%

O=c1c(S(=O)(=O)c2ccc(Cl)cc2)cn(Cc2ccccc2F)c2ccc(F)cc12
  A: 5; B: -6%; C: 0%; D: 25%; E: 0%; F: 4; G: 0; H: 1%[46.1 µM]; I: -17; J: 11%

CC1(c2ccc(Cl)cc2)NC(=O)N(CC(=O)NC(=O)NCc2ccco2)C1=O (stereo not given)
  A: -3; B: 6%; C: -3%; D: -3%; E: 3%; F: 2; G: -5; H: 3%; I: -11; J: -2%

CCc1ccccc1NC(=O)CN(C)C(=O)Cn1cc(C(F)(F)F)cc(Cl)c1=O
  A: -16; B: -1%; C: 0%; D: 4%; E: -1%; F: 8; G: 1; H: 3%; I: x; J: 38%[activator]

C=CCn1c(SCC(=O)c2cc(C)n(CC3CCCO3)c2C)nnc1-c1ccccc1 (stereo not given)
  A: -1; B: -5%; C: 2%; D: 7%; E: 2%; F: -1; G: 25; H: -10%; I: -13; J: -1%

Cc1cc(-n2c(C)cc(C(=O)CSc3nncn3C)c2C)no1
  A: x; B: 26%; C: -1%; D: u; E: x; F: -6; G: 11; H: -13%[46.1 µM]; I: -5; J: x

COc1ccc(N2C(=O)c3ccc(C(=O)Nc4cc(OC)ccc4OC)cc3C2=O)cc1
  A: 3; B: 0%; C: 3%; D: -2%; E: x; F: 11; G: 1; H: -4%; I: 9; J: 46%[activator]

Cc1ccc(S(=O)(=O)Nc2ccncc2)c(C)c1N(C)S(=O)(=O)c1ccc(Cl)cc1
  A: 4; B: -9%; C: 0%; D: u; E: 0%; F: 15; G: 18; H: -1%[46.1 µM]; I: -1; J: -3%

COc1ccc(-c2noc(CCC(=O)NCCc3ccccc3)n2)cc1
  A: -2; B: 25%; C: 8%; D: 1%; E: -7%; F: -3; G: 4; H: -2%; I: 5; J: -15%

Nc1cc(-c2ccc(Br)cc2)nn1S(=O)(=O)c1cccc2nsnc12
  A: 0; B: 15%; C: 3%; D: -2%; E: 3%; F: -9; G: 16; H: 0%; I: 10; J: 29%

(further entries)
Letter code – A = FBPA coupling cs; B = AT treatment; C = Tb PFK inh; D = Chronic BCR inh; E = GALK inhibitor; F = TSHR antag; G = Giardia kill; H = TCR act; I = KCNH2 WT inh; J = CXXC DNA block
CC(=O)N1CCN(c2ccc(S(C)(=O)=O)cc2[N+](=O)[O-])CC1
  A: 2; B: -24%; C: 0%; D: 1%; E: 17%; F: -8; G: u; H: -3%; I: -11; J: 9%

C=CC[C@]12CCc3ccccc3C1N(c1ccc(C(=O)OCC)cc1)C2=O (stereo not given in full)
  A: x; B: 17%; C: 3%; D: u; E: x; F: -13; G: 0; H: -3%; I: 1; J: x

O=C(NCc1ccncc1)C1CCN(S(=O)(=O)c2ccc(Cl)c(C(F)(F)F)c2)CC1
  A: x; B: 5%; C: -7%; D: 6%; E: x; F: -3; G: 13; H: -4%; I: 10; J: x

Cc1ccc(Oc2ccc(-c3nc(N)nc(N)n3)cc2)cc1
  A: 0; B: 2%; C: -4%; D: u; E: -2%; F: -26; G: -26; H: -4%; I: -4; J: -2%

Cc1cc(C)nc(NC(=O)CN2C(=O)c3ccccc3S2(=O)=O)n1
  A: x; B: 0%; C: -2%; D: 7%; E: x; F: 15; G: -7; H: -17%; I: -4; J: x

Cc1nn(Cc2ccccc2Cl)c(Cl)c1C(=O)NCCc1ccccc1
  A: -2; B: 3%; C: 0%; D: 3%; E: 3%; F: -5; G: 0; H: 1%[46.1 µM]; I: x; J: 16%

Bioassay records deposited in PubChem BioAssay by National Center for Advancing Translational Sciences (NCATS).
